Source: PubChem BioAssay
hIAP activ: human IAP activation | P09923 | purified human IAP, CDP-Star luminescence, 30 min; active compounds read high; 1 = vehicle-only enzyme, 0 = enzyme-free background | activation factor at 10 µM | hit rate 0.16% among 330,000;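 active = activation factor of the enzyme at least 2-fold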; note: the source names both 10 and 20 µM as test concentration; values of inactives mirror those of a sister screen read the other way
Target sequence (P09923 whole entry, looked up): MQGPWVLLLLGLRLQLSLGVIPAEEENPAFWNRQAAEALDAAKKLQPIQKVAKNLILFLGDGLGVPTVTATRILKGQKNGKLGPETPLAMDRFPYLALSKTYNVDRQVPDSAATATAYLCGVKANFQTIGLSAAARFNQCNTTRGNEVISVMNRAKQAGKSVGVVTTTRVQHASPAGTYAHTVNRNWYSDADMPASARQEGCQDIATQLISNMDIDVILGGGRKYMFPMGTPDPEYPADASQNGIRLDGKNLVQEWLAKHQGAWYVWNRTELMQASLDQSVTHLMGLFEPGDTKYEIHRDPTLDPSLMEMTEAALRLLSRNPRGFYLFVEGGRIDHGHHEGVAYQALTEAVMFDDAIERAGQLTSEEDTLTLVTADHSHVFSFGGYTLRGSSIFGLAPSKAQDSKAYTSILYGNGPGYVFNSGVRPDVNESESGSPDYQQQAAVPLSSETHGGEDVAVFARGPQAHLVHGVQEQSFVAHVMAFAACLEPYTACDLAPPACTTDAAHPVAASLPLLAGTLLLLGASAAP
A3A deaminase: blocks human APOBEC3A ssDNA deamination. P31941. inhibition, % at 20 µM. hit rate 0.41% among 330,000. recombinant A3A, FAM/TAMRA ssDNA deamination fluorescence. AID 493011;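 active = at least 40% inhibition at 20 µM here, with at most 30% in a related deaminase screen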;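 note: plate controls were A3A with DMSO for no effect and wells lacking A3A enzyme for full effect; some results filed as inactive read as strong as hits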
Target sequence (P31941 whole entry, looked up): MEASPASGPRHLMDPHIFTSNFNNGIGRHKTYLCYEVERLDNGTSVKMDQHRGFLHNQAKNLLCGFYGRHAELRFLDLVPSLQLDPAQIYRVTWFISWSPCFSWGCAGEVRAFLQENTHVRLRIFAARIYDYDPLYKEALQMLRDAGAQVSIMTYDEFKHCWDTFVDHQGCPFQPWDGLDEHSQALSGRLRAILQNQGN
ATG4B inhibitor: inhibitors of human ATG4B cysteine protease | ATG4B cleavage of LC3-PLA2, NBD-HPC fluorescence, 1 h | Q9Y4P1 | inhibition, % at 8.33 µM | AID 504462 | hit rate 0.51% among 340,000; in the data active = inhibition above about 40%
mIAP activ: increases mouse intestinal alkaline phosphatase activity; hit rate 0.24% among 330,000; muIAP, CDP-Star luminescence, 30 min; active compounds read high; 1 = vehicle-only enzyme signal, 0 = enzyme-free wells; activation factor at 10 µM; AID 2805;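 active = activation factor of at least 2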; note: the source names both 10 and 20 µM as test concentration; values of inactives mirror those of a sister screen read the other way
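System: mouse IAP enzyme. Reagent: CDP-Star chemiluminescent phosphatase substrate. Benchmarks: DMSO wells, no-enzyme wells. Times: 30 min enzyme-substrate-compound incubation at room temperature. Detection: luminescence from enzymatic CDP-Star hydrolysis. Doses: test compounds delivered from DMSO solution.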
A3G deaminase: inhibitors of human APOBEC3G DNA deaminase. Q9HC16. recombinant A3G, ssDNA deamination FAM/TAMRA fluorescence. inhibition, % at 20 µM. hit rate 0.28% among 330,000. AID 493012;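 active = inhibition of at least 40% at 20 µM, with no more than 30% in the related APOBEC3A deaminase screen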;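 note: plate controls were DMSO wells with A3G for no effect and wells lacking A3G enzyme for full effect; some compounds called inactive have numbers as strong as hits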
Target sequence (Q9HC16 whole entry, looked up): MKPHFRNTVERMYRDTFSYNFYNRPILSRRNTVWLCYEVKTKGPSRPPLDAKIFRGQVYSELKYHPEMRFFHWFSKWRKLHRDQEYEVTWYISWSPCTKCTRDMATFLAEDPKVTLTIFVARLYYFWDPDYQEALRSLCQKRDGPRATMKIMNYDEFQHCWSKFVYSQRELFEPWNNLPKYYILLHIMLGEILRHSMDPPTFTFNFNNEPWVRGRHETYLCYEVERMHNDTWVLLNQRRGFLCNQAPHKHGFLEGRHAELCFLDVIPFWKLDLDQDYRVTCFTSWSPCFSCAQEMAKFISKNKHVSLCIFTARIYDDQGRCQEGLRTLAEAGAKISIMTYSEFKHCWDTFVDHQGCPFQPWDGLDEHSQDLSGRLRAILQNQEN
hIAP block: human IAP inhibition. AID 2544. hit rate 0.12% among 330,000. purified IAP, CDP-Star luminescence, 30 min. inhibition, % at 10 µM;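 active = inhibition reaching a set limit with compound at 10 µM in the primary screen, cut at about 35% in these data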;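 note: plate controls were DMSO wells with enzyme for no effect and no-enzyme buffer wells for full effect; values of inactives mirror those of a sister screen read the other way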
MPTP inh: inhibitors of mitochondrial permeability transition pore; isolated mouse mitochondria, Ca2+ swelling absorbance, 30 min; hit rate 1.4% among 360,000; inhibition, % at 10 µM;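 active = inhibition of 50% or more, scaled per plate between neutral and stimulator controls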;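 note: 0% = DMSO wells given calcium and 100% = 1 mM EGTA wells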
mIAP block: blocks mouse intestinal alkaline phosphatase. purified mouse IAP, CDP-Star luminescence, 30 min. inhibition, % at 10 µM. hit rate 0.2% among 330,000;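 active = inhibition of at least 40% at 10 µM in the primary screen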;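 note: plate controls were DMSO with enzyme for no effect and no enzyme wells for full effect; values of inactives mirror those of a sister screen read the other way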
MIN6 prolif: inducers of beta-cell replication in MIN6 cells. hit rate 0.29% among 330,000. proliferation, % at 10 µM. MIN6 cells proliferation, ATPlite luminescence, 48 h; cells starved in 0.2% serum; 100% = growth in 10% serum;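 active = compounds whose signal lies at least 3.5 SD above the mean of all wells on their plate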;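 note: 0% = DMSO-treated cells in low-serum medium and 100% = 10% serum control; some compounds called inactive have numbers as strong as hits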
Active calls of the source: *; i = inactive. Rows were taken by chance. About 3.3% of those tested had a hit in this group.

SMILES	hIAP activ	A3A deaminase	ATG4B inhibitor	mIAP activ	A3G deaminase	hIAP block	MPTP inh	mIAP block	MIN6 prolif
O=C(Nc1cccc([N+](=O)[O-])c1)C(=O)N1CCCCC1	1.1	-2	8	1	-2	-11	3.8	-4	-1
CCS(=O)(=O)N1N=C(c2ccccc2)CC1c1ccc2nccnc2c1 (stereo not drawn)	1.1	6	2	0.98	0	-5	0.5	2	0
C#CCOCCOCCOCCNc1nc(N2CCN(C(=O)[C@H]([C@@H](C)CC)n3cc(CCC(=O)O)nn3)CC2)nc(N2CCN(C(=O)[C@H](C)n3cc(CCCN=C(N)N)nn3)CC2)n1	0.97	2	-1	0.97	2	3	-1.2	3	-3
Cc1ccc(Cn2cnc3c(nnn3Cc3ccc(Cl)cc3)c2=O)cc1	1	4	14	1.1	1	-4	-0.3	-10	-6
COc1cc(-c2nc(-c3ccc4c(c3)-c3ccccc3S4(=O)=O)c(-c3ccccc3)[nH]2)cc(OC)c1O	1.1	-4	5	0.91	-9	-5	-1.0	9	-6
CCN(CC)S(=O)(=O)c1cccc(C(=O)N[C@H](C(=O)Nc2nc3ccccc3s2)C(C)C)c1	0.97	0	-7	0.93	-1	3	4.9	7	0
C=CCOc1cccc(C2C(C(=O)c3ccco3)=C(O)C(=O)N2CCN(CC)CC)c1 (stereo not drawn)	1	1	-10	0.95	0	-2	0.1	5	-2
Cc1ccc(S(=O)(=O)NNC(=O)c2cnn(-c3ccccc3)c2C(F)(F)F)cc1	0.92	-3	-8	0.99	-13	8	12	0	-1
CCc1ccc(NC(=O)Cn2cc([N+](=O)[O-])nc2C)cc1	1.2	-4	-1	0.95	-7	-17	-0.2	4	2
COc1ccc(C(C(=O)NC2CCCCC2)N(C(=O)CCl)c2ccc(C)cc2)cc1 (stereo not drawn)	0.82	3	-2	1.1	1	18	1.6	-10	-3
O=C(CSCc1ccccc1)Nc1ccc(S(=O)(=O)N2CCOCC2)cc1	1.1	-2	-4	1	-3	-10	-0.6	-4	1
C/C(CC(C)C)=N\NC(=O)Nc1ccccc1	1.1	2	-3	1	-3	-6	0.3	-3	2
O=C(NCc1cn(-c2ccccc2)nc1-c1ccc(F)cc1)c1cccc([N+](=O)[O-])c1	1.2	-4	-1	0.87	-9	-16	44	13	-6
C#CCOCCOCCOCCNc1nc(N2CCN(C(=O)CCCCCCCCCCNC(=O)Cn3cc(CCCCCN)nn3)CC2)nc(N2CCN(C(=O)CCCCCCCCCCNC(=O)[C@H]([C@@H](C)CC)n3cc(CCCCN=C(N)N)nn3)CC2)n1	1.2	0	49*	9.7*	2	-19	-13	i	-8
Cc1c(NC(=O)c2ccc(Br)o2)c(=O)n(-c2ccccc2)n1C	0.95	2	1	1.1	-5	5	0.5	-6	-1
CCOCc1cc(CN2CCCC(CNC(=O)c3ccco3)C2)ccc1OC (stereo not drawn)	1.1	-3	4	0.92	-6	-7	-0.9	8	-1
O=C1CC/C=C\C[C@@H](CC(=O)N(CCO)Cc2ccccc2)C(=O)N[C@H](Cc2c[nH]c3ccccc23)CO1	1	-4	-6	1	-11	-1	-2.9	-2	-3
O=C(NNC1=NCCC1)c1ccc(Br)cc1	2.6*	-2	-4	0.98	-7	-161	-2.1	2	-1
O=C(CCS(=O)(=O)c1cccc2nsnc12)NCc1ccccc1	1.1	-6	-10	1.1	-11	-7	0.9	-8	-3
CC1=C(C(=O)NC(C)CCc2ccccc2)C2(CCC(C)CC2)OC1=O (stereo not drawn)	1.5	-3	-8	0.95	-5	-50	5.0	5	0
CN(CC(=O)Nc1ncn[nH]1)S(=O)(=O)c1ccc(Cl)cc1	1.8	-5	1	0.93	-7	-82	-1.7	7	-3
Cc1ccccc1C1CC(c2ccccc2OC(F)F)Nc2ncnn21 (stereo not drawn)	1.1	3	-2	1	-4	-8	-0.8	-2	-4
CCOc1ccc(S(=O)(=O)N2CCN(C(=O)c3cc(S(=O)(=O)N4CCOCC4)ccc3C)CC2)cc1	1	4	-12	1	0	-5	-0.5	-4	-1
CC(C)(C)c1ccc(-c2nnc(NC(=O)c3ccccc3)s2)cc1	1	-4	2	0.91	-6	-3	1.1	10	-2
O=C(Cn1cc2c(n1)CCCC2)NCC1CCCO1 (stereo not drawn)	0.85	-3	9	0.93	-3	15	-0.7	7	-1
COc1ccc(NC(=S)Nc2cc(C(F)(F)F)ccc2F)cc1	1.2	-2	4	1.1	-6	-24	20	-11	0
CC1Cc2ccccc2N1C(=O)CN(C)CC(=O)Nc1ccc(F)cc1 (stereo not drawn)	1	7	4	1	-7	-2	1.3	-3	1
O=C(Cn1nnc(-c2ccccc2)n1)NNC(=O)c1ccccc1	1.1	1	-2	1	-7	-15	-2.4	-3	-2
CCC1(C)Cc2c(sc3nnn(CC(=O)Nc4cccc5ccccc45)c(=O)c23)CO1 (stereo not drawn)	0.93	2	-4	1	-5	7	-0.5	-2	-4
O=C1NC2(NN1c1ccccc1)C1CC3CC(C1)CC2C3 (stereo not drawn)	1.2	1	-1	1.1	-7	-16	-3.5	-6	1
CC(C)Cn1c(-c2ccccc2)nc(=S)c2c1CCCC2	1	3	2	0.91	2	-4	1.5	9	0
COc1cc(OC)cc(C(=O)NCC(=O)NCc2ccccn2)c1	0.87	-5	-1	1.1	-6	13	-0.1	-7	-4
O=C(Nc1ccccc1C(=O)N1CCCC1)c1cccc(S(=O)(=O)N2CCCCCC2)c1	0.94	1	-8	1	-1	6	-4.5	-4	-1
O=C(/C=C/c1ccc(Br)o1)NCCCN1CCOCC1	0.91	-2	-1	0.93	-8	9	-0.5	7	-2
CC(CCc1ccccc1)NS(=O)(=O)c1ccccc1 (stereo not drawn)	1.1	-1	1	1	-3	-7	0.7	0	-1
Clc1ccc(NCc2cccnc2)cc1	0.81	-2	-3	0.99	-4	19	2.2	1	0
O=C(Cc1ccccc1)Nc1ccc(SC(F)F)cc1	1	0	-8	1.1	-9	-2	1.0	-10	-3
CC(C)N1CC(C(=O)Nc2ccc(Br)c(Cl)c2)CC1=O (stereo not drawn)	1.1	0	-13	1.1	-3	-10	-0.9	-9	-2
CNC[C@@H]1Oc2c(NC(=O)Nc3ccc(F)cc3)cccc2C(=O)N([C@H](C)CO)C[C@@H]1C	1	-3	-16	1.1	-5	0	-2.5	-5	-3
O=C(NNC(=O)c1ccccc1Br)c1ccccc1Cl	1.1	0	-4	1.1	-7	-7	-5.6	-9	2
Cc1ccc(NC(=S)NCCO)c(C)c1	0.87	-3	3	0.94	-5	13	-1.2	6	-3
CCCCS(=O)(=O)N1C2=NC(C(=O)OC)=C(C(=O)OC)[C@@H]3N(C)c4ccc(OC)cc4[C@]23C[C@H]1C(=O)OC	1.2	0	-14	0.95	2	-19	0.1	5	-5
Cc1ccc(CNC(=O)c2ccc3c(c2)S(=O)(=O)c2ccccc2C3=O)o1	1.1	4	-14	1	4	-6	-3.0	0	2
O=C(CNC(=O)c1ccncc1)N/N=C/c1cccc([N+](=O)[O-])c1	1.1	2	-2	0.94	-3	-10	0.1	6	3
COc1ccc(NCC(=O)N/N=C/C=C\c2ccccc2)cc1	0.96	1	-8	0.78	3	4	1.6	22	0
COc1cc(Cl)c(C)cc1NC(=O)CN1C(=O)C2CC=CCC2C1=O (stereo not drawn)	1.2	3	2	1.1	-3	-16	0.5	-5	-4
COCCNc1nc(N)c([N+](=O)[O-])c(Nc2ccc(F)cc2)n1	0.85	-2	3	0.93	-8	15	0.2	7	4
O=S(=O)(O)c1ccc(SCc2ccccc2)nc1	0.99	-2	0	1	-7	1	-1.7	-4	-3

Molecules above containing an NH in an aromatic ring, in the order listed:
SMILES	hIAP activ	A3A deaminase	ATG4B inhibitor	mIAP activ	A3G deaminase	hIAP block	MPTP inh	mIAP block	MIN6 prolif
COc1cc(-c2nc(-c3ccc4c(c3)-c3ccccc3S4(=O)=O)c(-c3ccccc3)[nH]2)cc(OC)c1O	1.1	-4	5	0.91	-9	-5	-1.0	9	-6
O=C1CC/C=C\C[C@@H](CC(=O)N(CCO)Cc2ccccc2)C(=O)N[C@H](Cc2c[nH]c3ccccc23)CO1	1	-4	-6	1	-11	-1	-2.9	-2	-3
CN(CC(=O)Nc1ncn[nH]1)S(=O)(=O)c1ccc(Cl)cc1	1.8	-5	1	0.93	-7	-82	-1.7	7	-3

The list continues.
SMILES	hIAP activ	A3A deaminase	ATG4B inhibitor	mIAP activ	A3G deaminase	hIAP block	MPTP inh	mIAP block	MIN6 prolif
Cc1[nH]n(C(C)(C)C)c(=O)c1Sc1ccccc1	0.9	-3	-4	0.96	-8	10	2.3	4	0
CCC(c1nnnn1Cc1ccc2c(c1)OCO2)N1CCN(c2ccc(F)cc2)CC1 (stereo not drawn)	0.87	1	-2	1.1	3	13	0.0	-10	-2
O=C(NCCCn1cccn1)C1CCC(=O)N(Cc2cccc(C(F)(F)F)c2)C1 (stereo not drawn)	1	-2	-3	1	-3	-2	-0.9	-1	-3
C=CCC[C@@H](Cc1ccc(F)cc1)C(=O)OC[C@@H](Cc1c[nH]c2ccccc12)NC(=O)[C@@H](CC=C)CC(=O)N(CCO)Cc1ccccc1	1.1	-3	-6	1.1	-4	-13	-0.1	-8	-5
Cn1cccc1CNCc1ccccc1Cl	1	3	-1	1.1	-3	-3	-0.4	-5	-3
CCOc1ccccc1/C=C(\C#N)C1=CCCC1	1.1	1	-7	1	-1	-14	-0.5	-4	1
C/C(=C\c1ccc2c(c1)OCO2)C1Nc2cccc3cccc(c23)N1	0.9	-3	-3	0.84	-11	10	-0.3	16	-7
Cc1oc(-c2ccc(Cl)cc2)nc1CN1CCCC(C(=O)NC2CC2)C1 (stereo not drawn)	1.1	-2	-5	1.1	-2	-12	6.3	-7	2
Cn1[nH]c(=O)c(Cl)c(Cl)c1=O	0.91	-5	6	0.98	-7	9	-5.3	2	-3
Cc1n[nH]c(C)c1S(=O)(=O)N1CCCC(C(=O)Nc2nccs2)C1 (stereo not drawn)	0.98	-1	7	0.93	-5	2	-1.1	7	1
CCCCCCCC(=O)OCC(COC(=O)CCCCCCC)OC(=O)CCCCCCC	0.71	-4	1	1	-7	29	0.0	0	2
Oc1ccccc1-c1nnc(COc2ccccc2)o1	1.1	-2	-7	0.65	-6	-9	-1.4	36	-2
C=CC[C@@H](CC(=O)NCCO)C(=O)N[C@@H](COC(=O)[C@@H](CC=C)CC(=O)OC(C)(C)C)Cc1c[nH]c2ccccc12	1	-3	-13	1.1	-10	-1	1.1	-5	0
O=C(Nc1ccc(-c2ccc([N+](=O)[O-])cc2)cc1)c1ccccc1F	1	0	3	0.92	-4	-1	0.3	8	-1
CCOc1cc(/C=N/NC(=O)COc2cccc(C)c2)ccc1OC(=O)c1cccs1	1	-6	-10	0.86	3	-3	0.6	14	-4
COc1cccc(NC(=O)CN(C)C(=O)c2cc(S(=O)(=O)N3CCCCCC3)ccc2OC)c1	1	-2	-3	1.2	-3	0	-0.8	-21	1
COc1ccccc1NC(=O)/C=C/c1ccc(OC)c(S(=O)(=O)N2CCOCC2)c1	1.2	3	-8	1.1	-3	-18	-0.6	-7	-3
O=C(Nc1ccc(C(=O)N2CCOCC2)cc1)c1ccc([N+](=O)[O-])cc1	0.96	-4	0	0.96	-7	4	-1.9	4	-5
CN1CCC(N(C)S(=O)(=O)c2ccc(F)cc2F)CC1	1.1	-3	-7	0.95	1	-6	-1.0	5	0
O=C(Nc1cnn(Cc2ccc(Cl)c(Cl)c2)c1)C12CC3CC(CC(C3)C1)C2	0.89	0	19	1.2	2	11	5.7	-24	-6
COc1ccccc1C(=O)NCC1(c2ccccc2)CCCC1	0.98	-2	14	0.99	-1	2	-2.2	1	-2
